14-3-3g Raf = 14-3-3 gamma protein interaction modulation | inhibition, % at 40 µM | AID 422 | actives 0.19% (n = 160,000) | FP, 14-3-3gamma / TMR-pS259-Raf peptide binding; in the data active = inhibition above about 30%;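 note: 0% = protein plus tracer without compound and 100% = blank with tracer alone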
Target sequence (P61981 whole entry, looked up): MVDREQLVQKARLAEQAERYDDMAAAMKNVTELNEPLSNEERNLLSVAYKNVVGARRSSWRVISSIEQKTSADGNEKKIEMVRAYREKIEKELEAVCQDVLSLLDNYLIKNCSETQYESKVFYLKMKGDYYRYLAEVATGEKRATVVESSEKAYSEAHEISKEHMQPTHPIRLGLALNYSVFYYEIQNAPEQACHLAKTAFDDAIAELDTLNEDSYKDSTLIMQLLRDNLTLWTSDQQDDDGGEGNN
An asterisk follows results filed as active; & = joins results of further samples.

molecule | 14-3-3g Raf
Cc1[nH]c2c(Cl)cccc2c(=O)c1CN(C)Cc1ccccc1 | -4
COc1ccccc1CN1CCC(N2CCN(c3ccccc3OC)CC2)CC1 | -8
O=C(c1ccc(Cl)c([N+](=O)[O-])c1)N1CCc2ccccc2C1 | -2
CC1CCN(CCNC(=O)CN2C(=O)C3C4C=CC(C4)C3C2=O)CC1 (stereo unspecified) | 4
Cc1cc(N2CCN(C)CC2)nc2ccc(NC(=O)CCC(=O)N(C)C3CCCCC3)cc12 | -5
CCCn1c(CN2CCCCC2C)nc2c1c(=O)n(C)c(=O)n2C (stereo unspecified) | -9&3
O=C(Nc1ccccc1Cl)c1ccn[nH]1 | -5
CCOC(=O)Cc1ccc(N(Cc2ccccc2Cl)S(=O)(=O)c2ccc(F)c(C)c2)cc1 | -6
O=C(CCC1CCCCC1)NCc1cccnc1 | 6
COc1cc2c(cc1OC)C(C(=O)N1CCN(c3ccccn3)CC1)C(c1cccs1)N(C)C2=O (stereo unspecified) | 2
COc1ccccc1-c1nnc(SCC(=O)NCc2c(C)c(Cl)cc(C(C)C)c2O)o1 | -6
O=C(Nc1ccc(Cl)cc1)c1cncc(Br)c1 | -3
Cc1cc(Br)ccc1NC(=O)C1c2ccccc2C(=O)N2CCc3ccccc3C12 (stereo unspecified) | 5
CCOCCCNC(=O)c1ccc2c(c1)N(Cc1ccc(Cl)cc1)C(=O)c1ccccc1S2 | 0
CCOC(=O)CCCCC(=O)c1[nH]c(=O)[nH]c1CSc1nc(C)cc(C)n1 | 2
O=C(c1ccc(S(=O)(=O)N2CCCC2)cc1)N1CCN=C1SCc1ccc(Br)cc1 | 2
CC[n+]1c(/C=C2/Sc3ccccc3N2C)ccc2ccc(C)cc21 | -143
CCOc1ccc(NC(=O)CCC(=O)n2nc(C)cc2C)cc1 | -1
COc1ccc(C2CC(C(F)(F)F)n3nc(C(=O)Nc4cc(Cl)ccc4OC)cc3N2)cc1 (stereo unspecified) | -4
CCOC(=O)c1c(C)n(-c2ccc(OCC)cc2)c2ccc(OC(C)=O)cc12 | -10
Cc1cccc(-n2c(N)cc(=O)nc2SCC(=O)Nc2ccc(Cl)cn2)c1 | 4
C=CCc1ccc(OCC(O)CN2CCCCC2C)c(OC)c1 (stereo unspecified) | 5
CCOc1cc(C2NC(=O)NC(O)(C(F)(F)F)C2C(=O)c2ccccc2)ccc1OC (stereo unspecified) | 7
CCn1cc(C(=O)NCCCN(C)C)c(=O)c2cc(F)c(N3CCN(C)CC3)cc21 | -1
CC(C)CNS(=O)(=O)c1ccc(CCC(=O)N2CCOCC2)cc1 | -6
CCC(C)(C(=O)NC1CCCCC1)N(C)C(=O)c1ccccn1 (stereo unspecified) | -4
COc1ccccc1CNC(=O)CN1C(=O)CSc2ccc(S(=O)(=O)N3CCCCCC3)cc21 | -3
Cn1ncc(C#N)c1NC(=O)c1nn2cccnc2c1Cl | -4
COc1ccc(Br)c(C(=O)Nc2cc(C(=O)NCc3cccs3)ccc2N2CC3CC(C2)c2cccc(=O)n2C3)c1 (stereo unspecified) | -1
CC(C)C1Cc2c(C#N)c(N)sc(=S)c2CO1 (stereo unspecified) | -12
Cc1nc2sc(C(=O)NCc3ccco3)c(N)c2c(-c2ccc(Br)cc2)c1C(=O)Nc1ccc(Cl)cc1 | -6
CCOC(=O)CSc1nc2ccccc2c(=O)n1Cc1ccc2c(c1)OCO2 | -8
O=C(OCCOCCN=C1NS(=O)(=O)c2ccccc21)C1CC(=O)N(c2ccccc2)C1 (stereo unspecified) | 1
CCSc1ccccc1NC(=O)c1sc2nc(-c3ccncc3)ccc2c1N | -15
COc1ccc(S(=O)(=O)Nc2cc(C)c(O)c(S(=O)(=O)c3ccccc3)c2)cc1 | -1
CC(=O)c1cnc2cc(-c3ccccc3)nn2c1C | -1
Cn1c(NC(=O)Cc2cccs2)cc(=O)n(C)c1=O | -2
c1csc(CNc2nc3ccccc3n2CCN2CCCCC2)c1 | 2
O=C(Nc1cnn(Cc2ccc(Cl)cc2)c1)c1cnccn1 | -79
CC1CCCCN1CCNC(=O)CC1Oc2ccccc2NC1=O (stereo unspecified) | -2
COCCCNC(=O)C(C#N)c1nc2ccccc2nc1N1CCCC1 (stereo unspecified) | -6
COc1ccc(CNC(=O)c2ccc(CS(=O)(=O)Cc3cccc(Cl)c3)o2)cc1 | -8
COC(=O)NCc1cccc(CNC(=O)OC)c1 | -4
Cc1ccc(NC(=O)c2ccc(F)c(S(=O)(=O)NC3CCCC(C)C3C)c2)cc1F (stereo unspecified) | -19
CC1CCCCC1NC(=O)c1ccc(N2CCc3ccccc32)c([N+](=O)[O-])c1 (stereo unspecified) | -1
Cc1ccc(-n2nc3ccc(NC(=O)c4ccc(Cl)c([N+](=O)[O-])c4)cc3n2)cc1C | -66
COC(=O)Cn1cc(C(=O)C(F)(F)F)c2ccccc21 | -1
Cc1ccc(-c2onc3ccc(Cl)cc23)cc1 | -9
Cc1noc(C(=O)Nc2c(C)n(C)n(-c3ccccc3)c2=O)c1Cl | 2
Cc1nnc(N(C(=O)c2cnccn2)c2ccccc2)s1 | -7

More structures follow.
molecule | 14-3-3g Raf
COC(=O)CC[C@@H](C(=O)O)N1C(=O)c2ccccc2C1=O | -6
O=C(NCc1ccccn1)c1ccc2ccccc2n1 | -3
COc1cc(-c2nc(Nc3ccccc3Cl)c3ccccc3n2)cc(OC)c1OC | -3
O=S1(=O)c2cccc3cccc(c23)N1Cc1nnc(-c2ccccc2Br)o1 | -10
CCOC(=O)c1[nH]c2ccccc2c1NC(=O)c1ccccc1Br | 0
CC(=O)c1cccc(N2C(=O)C3C4c5ccccc5C(c5ccccc54)C3C2=O)c1 (stereo unspecified) | 1
COc1ccc(C(=O)NCc2nnc(SCC(=O)Nc3cc(C)cc(C)c3)o2)cc1OC | -2
CCN1CCN(c2ncnc3c2nnn3Cc2ccccc2)CC1 | 3
CCC1=NN(C(=O)C2CC2)C(O)(C(F)(F)F)C1 (stereo unspecified) | -10
O=C(NCc1ccccc1Cl)C1CCN(S(=O)(=O)c2ccc(Br)s2)CC1 | -1
CC(=O)OC12CC3C(C1C(C)=NN2C(=O)C(=O)N1N=C(C)C2C4C(CC21OC(C)=O)C4(C)C)C3(C)C (stereo unspecified) | 0
COc1ccc(C2Oc3ccc(Cl)cc3C3CC(c4cccc(OC)c4)=NN32)cc1 (stereo unspecified) | -4
CC(=O)n1c(=O)oc2ccccc21 | -1
Cc1ccc(C(=O)Oc2cccc(NC(=O)c3ccco3)c2)cc1S(=O)(=O)N1CCOCC1 | -4
Clc1ccccc1-c1nn2c(COc3ccccc3)nnc2s1 | -10
C=CCN1CC(C(=O)O)CC1=O (stereo unspecified) | -7
COc1ccc(OC)c(NC2=NC3(CCCCC3)N=C(N)N2)c1 | 4
Cc1cccc(NC(=O)Cn2c(=O)n(CCc3ccccc3)c(=O)c3ccccc32)c1 | -5
O=C(NC1(C(F)(F)F)C(=O)Nc2c1c(=O)[nH]c(=O)n2Cc1ccco1)C1CC1 (stereo unspecified) | 0
CCOC(=O)c1ccc2c(c1)C1C=CCC1C(c1ccccc1F)N2 (stereo unspecified) | -177

4 of these compounds, set out differently:
CCOc1cc(C2NC(=O)NC(O)(C(F)(F)F)C2C(=O)c2ccccc2)ccc1OC (stereo unspecified)
  14-3-3g Raf: 7

CCn1cc(C(=O)NCCCN(C)C)c(=O)c2cc(F)c(N3CCN(C)CC3)cc21
  14-3-3g Raf: -1

CC(C)CNS(=O)(=O)c1ccc(CCC(=O)N2CCOCC2)cc1
  14-3-3g Raf: -6

CCC(C)(C(=O)NC1CCCCC1)N(C)C(=O)c1ccccn1 (stereo unspecified)
  14-3-3g Raf: -4

Next section
molecule | 14-3-3g Raf
Cn1cnc2c(NC3CCCC3)ncnc21 | -4
Cc1ccc(COc2cc3oc(=O)cc(C)c3cc2Cl)cc1 | 2
CC(=O)C1=C(O)C(=O)N(CCN2CCOCC2)C1c1ccc(C)cc1 (stereo unspecified) | 2
COCCOC(=O)C1=C(C)NC2=C(C(=O)CCC2)C1c1coc2ccc(C)cc2c1=O (stereo unspecified) | -2
O=C(CN1C(=O)c2cccc3cccc1c23)NCCSCc1ccco1 | -13
CC(C)(C)CC(C)(C)c1ccc(OCC(=O)Nc2nccs2)cc1 | -30
Oc1ccccc1C1=NNC(O)(C(F)(F)C(F)F)C1 (stereo unspecified) | -1
COC(=O)COc1ccc(S(=O)(=O)NCc2cccnc2)cc1C | -6
COc1ccc(-n2sc3c(c2=S)-c2cc(OC)ccc2NC3(C)C)cc1 | 2
Cc1c(C(=O)N2CCN(c3cccc(Cl)c3)CC2)cccc1[N+](=O)[O-] | -3
COc1ccc2cc(C(=O)N3CCCCCC3)sc(=O)c2c1OC | -8
Cc1cc(C)n(-c2nc3ccccc3nc2N2CCN(C(=O)c3ccc(Cl)cc3)CC2)n1 | -3
O=C(O)C1CSC(c2cccs2)=N1 (stereo unspecified) | -14
Cc1ccc(NC(=O)CSc2nc3ccccc3[nH]2)c(C)c1 | -1
COCCCNC(=O)C(=O)Nc1ccc(OC)cc1 | 3
Cc1[nH]nc2c1C1(C(=O)N(Cc3ccc(Cl)cc3)c3ccccc31)C(C#N)=C(N)O2 (stereo unspecified) | 4
Cc1c(NC(=O)CSCC(=O)Nc2ccc3ccccc3c2)c(=O)n(-c2ccccc2)n1C | -3
O=C(Nc1cc2c(cc1C(=O)c1ccccc1Cl)OCCO2)c1ccccc1 | 3
CC(=O)Oc1ccc2occ(-c3ccccc3)c2c1 | 4
CCC1Oc2ccccc2N(CC(=O)NCCCN2CCc3ccccc3C2)C1=O (stereo unspecified) | -9
COc1ccccc1-n1cc(-c2ccc(C)cc2)nc1S(=O)(=O)CC(=O)Nc1ccc(F)cc1 | -27
O=C(Cn1cnc([N+](=O)[O-])c1)C1CC1 | 7
Cc1cccc(NC(=O)c2ccc([N+](=O)[O-])cc2Cl)n1 | -2
Cc1cc(N)n2nc(-c3ccc(Br)cc3)cc2n1 | 0
C/C(N)=C(/C#N)C(=O)CSc1nnc(SCc2ccc(Cl)cc2)s1 | -15
COc1cccc(C2CC(c3ccc(F)cc3)Nc3nc(N)nn32)c1 (stereo unspecified) | 7
Cc1nc2sc(C(=O)Nc3ccc4c(c3)OCO4)c(N)c2c(C)c1C | -2
O=C(C1CCC(Cn2c(=O)[nH]c3ccsc3c2=O)CC1)N1CCCCC1 (stereo unspecified) | -1
COC(=O)C(C(F)(F)F)C(F)(F)SC(C(C)=O)C(C)=O (stereo unspecified) | -1
COCCNC(=O)c1ccc(N2CC3CC(C2)c2cccc(=O)n2C3)c(NC(=O)c2cc3ccccc3oc2=O)c1 (stereo unspecified) | -14

As entered above.
O=C(c1ccc(S(=O)(=O)N2CCCC2)cc1)N1CCN=C1SCc1ccc(Br)cc1 @ 14-3-3g Raf: 2
O=C(CN1C(=O)c2cccc3cccc1c23)NCCSCc1ccco1 @ 14-3-3g Raf: -13

(next part)
molecule | 14-3-3g Raf
CC1=C(C(=O)OCCOC(C)C)C(c2cccc(Cl)c2)NC(=O)N1 (stereo unspecified) | -1
Cc1ccc(-n2c(Cc3cccn3C)nnc2SCC(=O)NCc2ccc3c(c2)OCO3)cc1 | -4
COc1cccc(C(=O)CC(=O)C(=O)Nc2ccc(I)cc2C)c1 | -30
CCOc1ccc(OC(=O)c2cccnc2)cc1 | -1
O=C(CSC1=Nc2ccccc2C2=NC(c3ccccc3)C(=O)N12)Nc1cccc(C(F)(F)F)c1 (stereo unspecified) | -41
CCOC(=O)C1CCCN(Cc2nc(N)nc(Nc3ccc(C)cc3)n2)C1 (stereo unspecified) | -6
COc1ccc2c(c1)c1nnc(SCC(=O)N3C(C)CCCC3C)nc1n2C (stereo unspecified) | -6
CC(=O)c1ccc(NS(=O)(=O)c2cc(C(=O)Nc3ccc(Br)cc3)ccc2C)cc1 | -25
O=C(NCC1COc2ccccc2O1)c1ccc(Cn2c(=S)[nH]c3ccccc3c2=O)cc1 (stereo unspecified) | -6
O=C(CN1C(=O)c2ccccc2S1(=O)=O)NC1CCCCCC1 | -7

Arranged by molar mass (ascending): 3 of the compounds above
molecule | 14-3-3g Raf
CCOC(=O)C1CCCN(Cc2nc(N)nc(Nc3ccc(C)cc3)n2)C1 (stereo unspecified) | -6
CC(=O)c1ccc(NS(=O)(=O)c2cc(C(=O)Nc3ccc(Br)cc3)ccc2C)cc1 | -25
O=C(CSC1=Nc2ccccc2C2=NC(c3ccccc3)C(=O)N12)Nc1cccc(C(F)(F)F)c1 (stereo unspecified) | -41

Additional structures
molecule | 14-3-3g Raf
Cc1cc(C)cc(C(=O)Nc2nc3ccc(Cl)cc3s2)c1 | 12
CCc1ccc(-c2nc(-c3cc4ccc(O)cc4oc3=O)sc2CC)cc1 | -29
CCSc1nc(N2CCOCC2)c2ccccc2n1 | -7
O=C(Nc1ccc(N2CCOCC2)cc1)c1ccc2nc(-c3ccco3)c(-c3ccco3)nc2c1 | 3
Cc1ccc(NC(=O)Cn2ncc3c(=O)oc4ccccc4c32)c(Cl)c1 | -20
C=CCOc1ccc(Cl)cc1C1C2=C(CC(C)(C)CC2=O)N(C)C2=C1C(=O)CC(C)(C)C2 | -3
COc1ccc(OC(=O)c2cccc(N3C(=O)C4C5C=CC(C5)C4C3=O)c2)cc1 (stereo unspecified) | 2
Cc1cc(OC(=O)c2ccccc2F)cc(OC(=O)c2ccccc2F)c1 | -3
Cc1cc(NC(=O)CCS(=O)(=O)c2nc(-c3ccccc3)cc(C(F)(F)F)n2)no1 | -3
COc1ccc(C2C(C(=O)N3CCOCC3)c3ccccc3C(=O)N2c2ccc(OC)cc2)cc1 (stereo unspecified) | -4
CCOC(=O)c1c(NC(=O)c2ccc(S(=O)(=O)N3CCCc4ccccc43)cc2)sc2c1CCN(C(C)C)C2 | -84
O=C(C1CCC1)N1CCc2cc(S(=O)(=O)NCCc3ccccc3)ccc21 | -2
CCC(C)c1c(O)nc(SCC(=O)N2CCOCC2)[nH]c1=O (stereo unspecified) | -1
CN1CCN(CC(=O)N2CC3CCCc4c3n(c3ccc(C5CCCCC5)cc43)C2)CC1 (stereo unspecified) | -14

Compound activity (PubChem)

An excerpt; count on the stated rates, not on these rows.
